# HRas wt GTP: modulators of GTP binding to HRas wildtype, primary screen, biochemical, bead-based flow cytometry, multiplex; GTPase HRas (Homo sapiens), P01112; 190,000 tested, 0.14% active; GST-Ras wt beads, Bodipy-FL-GTP binding; actives lie on both sides; GTP binding activity, % at 10 µM; AID 759, 2007;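 active = GTP binding activity at least 20% away from the 100% baseline, either lowered as inhibitor or raised as activator; inconclusive = flagged as likely green fluorescent, judged across all proteins in the well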;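 note: 0% = unlabeled GTP competition control and 100% = no-compound control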
# Target sequence (P01112 whole entry, looked up): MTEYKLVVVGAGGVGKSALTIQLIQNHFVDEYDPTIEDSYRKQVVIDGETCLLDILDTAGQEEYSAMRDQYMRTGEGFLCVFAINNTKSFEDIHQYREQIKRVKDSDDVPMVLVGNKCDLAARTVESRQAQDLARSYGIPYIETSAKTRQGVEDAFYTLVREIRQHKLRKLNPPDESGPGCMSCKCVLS
# Mcl1-Noxa inh: Mcl-1/Noxa binding inhibitors, primary screen, biochemical, TR-FRET, 1536-well; TR-FRET Mcl-1/Noxa peptide binding, 2 h; inhibition, % at 21.7 µM; 220,000 tested, 1.5% active; AID 1022, 2008;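 active = compounds that cut the protein-peptide binding signal by more than 50% relative to plate controls in a single-dose test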;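 note: His-tagged Mcl-1 with rhodamine Noxa BH3 peptide and terbium anti-His antibody; 0% = Mcl-1 plus Noxa peptide wells and 100% = peptide-only wells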
# Target sequence (Q07820 whole entry, looked up): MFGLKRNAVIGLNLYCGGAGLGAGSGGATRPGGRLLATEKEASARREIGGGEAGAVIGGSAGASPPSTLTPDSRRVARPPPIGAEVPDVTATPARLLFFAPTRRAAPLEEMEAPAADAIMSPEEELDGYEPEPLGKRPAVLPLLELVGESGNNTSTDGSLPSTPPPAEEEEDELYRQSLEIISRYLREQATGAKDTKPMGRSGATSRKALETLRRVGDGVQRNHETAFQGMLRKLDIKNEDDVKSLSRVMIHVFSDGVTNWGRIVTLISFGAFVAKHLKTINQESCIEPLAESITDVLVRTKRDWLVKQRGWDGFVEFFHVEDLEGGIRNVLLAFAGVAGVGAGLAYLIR
# Rac1 mut GTP: GTP binding modulators of activated mutant Rac1, primary screen, biochemical, bead-based flow cytometry, multiplex, fluorescent GTP | percent activity (GTP binding), % at 10 µM | 190,000 tested, 0.11% active | Ras-related C3 botulinum toxin substrate 1 (Homo sapiens), P63000 | AID 764, 2007 | GST-Rac1 activated beads; actives lie on both sides; 100% means binding = to untreated wells;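 active = GTP binding at least 20 percentage points away from the 100% baseline, in either direction, so actives lie on both sides; inconclusive = Compound likely fluorescent itself, or too few beads counted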
# Avidin bead fluor: green autofluorescence of compounds with avidin beads – biophysical, 488/530 nm, flow cytometry, artefact control, profiling panel; compound fluorescence 488/530 nm; stronger effect = higher value; AID 1775, 2009; 220,000 tested, 0.38% active; fluorescence (KMESF) at 10 µM; in the data active = fluorescence above about 47; note: inactives centre near 10
# Mcl1 Bid PPI: Mcl-1/Bid binding inhibitors, primary screen, biochemical, TR-FRET, 1536-well; Induced myeloid leukemia cell differentiation protein Mcl-1 (Homo sapiens), Q07820; TR-FRET Mcl-1/Bid-Dy647 peptide binding; inhibition, % at 21.7 µM; 220,000 tested, 0.97% active; AID 1021, 2008;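 active = compounds that cut the binding signal by more than half at the single screening dose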;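 note: His-tagged Mcl-1 with europium anti-His antibody binding Bid BH3 peptide; 0% = Mcl-1 plus peptide wells and 100% = peptide-only wells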
# Rab2 wt GTP: modulators of GTP binding to Rab2A wildtype, primary screen, biochemical, dog, bead-based flow cytometry, multiplex. AID 760, 2007. GTP binding activity, % at 10 µM. 190,000 tested, 0.19% active. GST-Rab2 wt beads, Bodipy-GTP binding;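 active = GTP binding activity at least 20 points away from 100%, either lowered or raised; inconclusive = signal likely due to the compound's own green fluorescence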;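 note: 0% = beads with excess unlabeled GTP and 100% = no-compound control corrected for plate trend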
# GSH fluor: compound fluorescence on glutathione beads, profiling panel, artefact control, biophysical, 488/530 nm, flow cytometry. GSH beads flow cytometry, compound fluorescence 488/530 nm; stronger effect = higher value. fluorescence (KMESF) at 10 µM. 190,000 tested, 0.25% active; in the data active = fluorescence above about 89;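 note: glutathione beads carrying GST-tagged Bcl family fusion proteins plus one bare bead set; values are compound well signal with DMSO vehicle wells as background; inactives centre near 16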
# Pf gamet viab: late stage P. falciparum gametocyte viability inhibitors, primary screen, ATP luminescence, HTS. P. falciparum stage V gametocytes, 24 h. inhibition, % at 10.9 µM. 150,000 tested, 0.065% active. AID 743093, 2013;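 active = inhibition above the mean plus 3 SD of compounds within the control limits, set per campaign, cut at about 38% in these data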;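 note: 0% = DMSO wells and 100% = medium only without gametocytes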
# Cdc42 wt GTP: modulators of GTP binding to wildtype Cdc42, primary screen, biochemical, multiplex bead flow cytometry, Bodipy-GTP | percent activity (GTP binding), % at 10 µM | 190,000 tested, 0.2% active | GST-Cdc42 beads; actives lie on both sides | Cell division control protein 42 homolog (Homo sapiens), P60953;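 active = percent activity GTP binding at least 20 points away from the 100% baseline, either down as inhibitor or up as activator; inconclusive = compound flagged as likely green fluorescent from well-wide comparison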;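 note: median bead fluorescence of bound Bodipy-FL-GTP at 100 nM; 0% = excess unlabeled GTP control and 100% = no compound control; below 100% means less GTP binding so inhibitor and above means activator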
# Target sequence (P60953 whole entry, looked up): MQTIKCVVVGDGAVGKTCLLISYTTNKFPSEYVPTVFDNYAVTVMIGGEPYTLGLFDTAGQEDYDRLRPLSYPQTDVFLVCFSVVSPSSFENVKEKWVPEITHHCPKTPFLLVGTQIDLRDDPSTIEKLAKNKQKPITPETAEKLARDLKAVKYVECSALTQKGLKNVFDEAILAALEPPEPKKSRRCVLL
# Rac1 wt modul: wildtype Rac1 GTP binding modulators, primary screen, biochemical, GST-Rac1 beads, flow cytometry, multiplex | 190,000 tested, 0.27% active | Ras-related C3 botulinum toxin substrate 1 (Homo sapiens), P63000 | fluorescent GTP binding; actives lie on both sides; 0 = cold GTP competed, 100 = untreated | GTP binding activity (% of control), % at 10 µM;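 active = GTP binding activity at least 20 points away from the 100% control level, either lower or higher; inconclusive = compound flagged as likely green fluorescent, judged across all proteins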
# Rab7 wt GTP bind: modulators of GTP binding to Rab7, primary screen, biochemical, wildtype, multiplex bead flow cytometry. GTP binding activity (percent of control), % at 10 µM. 190,000 tested, 0.055% active. GST-Rab7 beads, fluorescent GTP binding; actives lie on both sides; untreated = 100%, excess cold GTP = 0%;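 active = fluorescent GTP binding to Rab7 beads changed by at least 20 points from the 100% baseline, either direction, mostly lower; inconclusive = compound itself probably fluorescent, or too few beads counted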;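 note: median green fluorescence of bound Bodipy-FL-GTP per Rab7 bead population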
# * hit, by the source's call; ? = inconclusive; . = not tested or not shown.
SMILES,HRas wt GTP,Mcl1-Noxa inh,Rac1 mut GTP,Avidin bead fluor,Mcl1 Bid PPI,Rab2 wt GTP,GSH fluor,Pf gamet viab,Cdc42 wt GTP,Rac1 wt modul,Rab7 wt GTP bind
CC(=O)/C(=N/Nc1cccc(Cl)c1)N1CCOCC1,99,9,98,9,5,99,13,.,100,105,96
CSCCNC(=O)c1cccc(Cl)c1,92,-6,98,7,-23,94,14,3,97,99,91
CSc1nc(C)c2c(n1)N(c1ccc(C(F)(F)F)cc1)CC2,102,-6,101,11,-12,101,19,.,104,102,102
COC(=O)c1ccc(Cn2nnc3ccccc3c2=O)o1,97,24,95,7,-29,100,27,.,95,100,99
CCn1cc(C2=NCCO2)c2ccccc21,94,10,93,7,-11,96,26,.,95,94,93
Cc1cc(C)c(S(=O)(=O)N2CCOC2CNC(=O)C(=O)NCc2cccnc2)c(C)c1 (stereo not given),98,8,96,7,10,99,17,.,98,102,96
O=C(COC(=O)c1cnccn1)NCc1ccccc1,101,7,100,7,-12,102,21,.,102,100,95
COc1ccc(-c2nn(-c3ccccc3)cc2C(=O)N/N=C/c2ccc([N+](=O)[O-])o2)cc1,86,52*,89,10,21,82,10,.,83,80,91
Cn1nc(-c2ccccc2)c(-c2nc(-c3ccccc3Cl)no2)c1Cl,99,-4,99,10,-3,99,10,.,99,99,101
CCCn1nnnc1NC(=O)COc1ccc(Br)cc1,97,11,91,8,2,94,18,19,96,100,95
Cc1ccccc1Cn1cc(S(=O)(=O)CC(=O)N2CCCCC2)c2ccccc21,98,4,96,10,7,97,17,.,99,100,102
CC1(C)CC(=O)CC(=Nc2ccc(C(=O)O)cc2)C1,99,10,96,12,-10,97,26,.,100,96,97
CC(C)CC1NC(=S)N(Cc2ccccc2)C1=O (stereo not given),99,17,100,13,-46,97,6,-18,101,101,98
Cc1cccc(N2CCN(Cc3nc(-c4cccc(Cl)c4)oc3C)CC2)n1,93,8,94,7,-5,93,8,-8,91,93,93
CC(C)Oc1cccc(C(=O)NC(=S)Nc2cccc(NC(=O)c3ccccc3Cl)c2)c1,100,39,101,8,-16,100,10,.,103,101,95
O=C(Oc1coc(CSc2ncccn2)cc1=O)c1cccs1,96,14,94,22,-3,96,7,7,97,95,95
Cc1cc2c3c(c1C)C1(C(=O)N3C(C)(C)CC2C)C(C#N)=C(N)OC2=C1C(=O)CC(C)(C)C2 (stereo not given),105,8,100,13,-15,104,29,-9,104,103,103
Cc1ccc(OC(=O)c2cccnc2)cc1,97,-7,96,12,-6,100,10,3,99,97,107
CCOC(=O)Cc1c(C)nc2c(-c3ccc(Cl)cc3)c(C)[nH]n2c1=O,93,10,94,21,-121,99,46,-4,92,92,99
CCCCNC(=O)c1cccc(C(=O)NCCCC)c1,96,-1,99,8,-1,100,31,.,98,101,94
CCOc1ccc(NC(=O)CN(C2CCCCC2)S(C)(=O)=O)cc1,101,7,99,5,6,100,34,-6,106,104,102
CCCn1c(SCC(=O)Nc2cccc(C)n2)nc2c1c(=O)n(C)c(=O)n2C,96,-11,96,5,-16,96,12,4,93,95,98
COc1ccc(N(CC(=O)NCc2ccco2)S(=O)(=O)c2ccccc2)cc1,?,-8,?,5,-31,?,17,14,?,?,?
Cc1ccc(C(C(=O)NCc2ccc(F)cc2)N(C(=O)c2csnn2)C2CC2)o1 (stereo not given),100,-6,101,8,-20,101,22,-16,102,102,99
Cc1cc(C)c2c(=O)[nH]c(=O)n(Cc3ccccc3)c2n1,98,3,97,23,-1,96,16,.,102,100,102

# New compounds follow:
SMILES,HRas wt GTP,Mcl1-Noxa inh,Rac1 mut GTP,Avidin bead fluor,Mcl1 Bid PPI,Rab2 wt GTP,GSH fluor,Pf gamet viab,Cdc42 wt GTP,Rac1 wt modul,Rab7 wt GTP bind
COc1ccc(C(=O)N2CCN(c3c(C)cccc3C)CC2)cc1OC,98,-8,95,21,-5,101,15,.,101,100,101
Cc1cc(NC(=O)c2ccccc2)nc2c1c(=O)oc1ccccc12,?,-53,?,17,-4,?,64,-31,?,?,?
CCOc1ccc(C(O)Cc2nc3ccccc3n2C)cc1 (stereo not given),99,5,98,25,11,96,19,.,98,102,96
Cc1nonc1C1CCCN1C(=O)c1cc(COc2ccc(F)cc2F)on1 (stereo not given),95,-8,95,2,-9,97,9,0,95,95,95
O=C(O)CSCC(=O)NCc1ccc(Cl)cc1,100,3,98,9,1,98,15,14,100,101,105
CCCCOC(=O)Nc1sc2nc(C)cc(C)c2c1-n1cccc1,100,16,99,11,9,98,38,-3,102,106,104
CCOC(=O)N1CCN(C(=O)c2cn(C)c(=O)c3c2c2ccccc2n3C)CC1,104,-9,100,38,2,104,10,.,106,103,106
COc1cc(=O)n(C)c2c(OCC3OC(C)(C)OC3(C)C)cccc12 (stereo not given),97,-18,95,9,1,97,15,.,94,97,106
Cc1ccc2sc(-c3ccc(NC(=O)/C=C\C(=O)O)cc3)nc2c1,95,27,97,12,6,96,68,.,97,97,95
O=C(CSc1nnc(CNC(=O)C23CC4CC(CC(C4)C2)C3)n1-c1ccc(F)cc1)Nc1ccc(F)cc1,102,-8,98,8,5,101,10,.,103,105,103
CCc1nnc2c3cnn(-c4ccccc4)c3ncn12,99,14,97,8,-3,99,23,.,102,102,97
O=C(Nc1ccc(-c2nc3cc(Cl)ccc3c(=O)o2)cc1)c1ccco1,101,-20,99,13,72*,96,19,.,102,103,101
O=C(Cc1ccccc1)Nc1scc(-c2ccccc2)c1C(=O)N1CCOCC1,103,20,101,15,86*,103,10,.,106,104,104
CN1CC(=O)N(CC(=O)Nc2ccc(Cl)c(C(F)(F)F)c2)C1=O,?,-13,?,37,-13,?,21,7,?,?,?
O=C(COc1ccc(Cl)cc1Cl)NN=C1c2ccccc2-c2ccccc21,101,-4,100,14,32,102,6,19,98,103,99
CC(C)CNC(=O)C(=O)NNC(=O)c1ccco1,94,0,97,9,-12,98,10,2,99,101,94
Cc1cccc2cc(CN(Cc3cccnc3)C(=O)c3cccs3)c3nnnn3c12,94,14,93,10,-2,95,15,.,96,91,98
CCCOc1ccc(N2CC(C(=O)Nc3ccccc3F)CC2=O)cc1 (stereo not given),99,-11,97,2,-8,98,21,.,98,99,98
Cc1cccc(Nc2nc(-c3cccs3)cs2)n1,95,-6,97,20,-20,97,17,.,96,101,91
Cc1ccc(C)c(S(=O)(=O)N2CCCOC2CNC(=O)C(=O)NCc2ccco2)c1 (stereo not given),101,-2,101,3,-30,97,10,0,100,102,102
Cc1nn(CC(=O)Nc2ccc(C(=O)N(C)C)cc2)c(=O)c2ccccc12,99,10,95,34,-31,95,14,-17,98,96,92
COc1ccc2c(=O)c(-c3ccccc3)c(C)oc2c1,99,8,100,29,-4,98,24,-27,102,103,95
COc1ccc(-n2nnnc2SCC(=O)c2ccc(O)c(O)c2)cc1,96,21,92,16,-4,94,31,.,97,93,94
COc1cc2c(cc1OC)CN(c1nc(CN3CCCC3)nc3sc(C)c(C)c13)CC2,94,15,94,13,16,96,24,.,98,99,99
O=C(CN1C(=O)C2CCCCC2C1=O)Nc1nc(-c2ccccn2)cs1 (stereo not given),102,-44,101,6,-9,100,36,.,102,104,103
O=C(NCC1CCCO1)c1ccc2nc(N3CCCCC3)sc2c1 (stereo not given),104,-2,103,8,-4,104,24,.,104,110,102
Cc1c(N)cc(C(=O)N2CCOCC2)cc1[N+](=O)[O-],98,4,99,3,2,98,8,.,99,105,101
Cc1ccc(NN2C(=O)C=C(c3ccccc3)C2=O)cc1,95,1,99,9,0,102,20,13,107,102,98
CC1(C(=O)OCC(=O)Nc2cccc(S(=O)(=O)NC3=NCCCCC3)c2)CC1(Cl)Cl (stereo not given),100,3,95,11,0,100,13,-5,96,99,105
CSC1=NC(=O)/C(=C/c2ccc(SC)cc2)S1,91,-7,93,25,-7,91,18,.,88,97,92

# Grouped by structure, those above with an aryl methoxy group (7)
SMILES,HRas wt GTP,Mcl1-Noxa inh,Rac1 mut GTP,Avidin bead fluor,Mcl1 Bid PPI,Rab2 wt GTP,GSH fluor,Pf gamet viab,Cdc42 wt GTP,Rac1 wt modul,Rab7 wt GTP bind
COc1ccc(-c2nn(-c3ccccc3)cc2C(=O)N/N=C/c2ccc([N+](=O)[O-])o2)cc1,86,52*,89,10,21,82,10,.,83,80,91
COc1ccc(N(CC(=O)NCc2ccco2)S(=O)(=O)c2ccccc2)cc1,?,-8,?,5,-31,?,17,14,?,?,?
COc1ccc(C(=O)N2CCN(c3c(C)cccc3C)CC2)cc1OC,98,-8,95,21,-5,101,15,.,101,100,101
COc1cc(=O)n(C)c2c(OCC3OC(C)(C)OC3(C)C)cccc12 (stereo not given),97,-18,95,9,1,97,15,.,94,97,106
COc1ccc2c(=O)c(-c3ccccc3)c(C)oc2c1,99,8,100,29,-4,98,24,-27,102,103,95
COc1ccc(-n2nnnc2SCC(=O)c2ccc(O)c(O)c2)cc1,96,21,92,16,-4,94,31,.,97,93,94
COc1cc2c(cc1OC)CN(c1nc(CN3CCCC3)nc3sc(C)c(C)c13)CC2,94,15,94,13,16,96,24,.,98,99,99

# An excerpt of these results, with bars between the fields.
molecule | HRas wt GTP | Mcl1-Noxa inh | Rac1 mut GTP | Avidin bead fluor | Mcl1 Bid PPI | Rab2 wt GTP | GSH fluor | Pf gamet viab | Cdc42 wt GTP | Rac1 wt modul | Rab7 wt GTP bind
COc1ccc(-n2nnnc2SCC(=O)c2ccc(O)c(O)c2)cc1 | 96 | 21 | 92 | 16 | -4 | 94 | 31 | . | 97 | 93 | 94
COc1cc2c(cc1OC)CN(c1nc(CN3CCCC3)nc3sc(C)c(C)c13)CC2 | 94 | 15 | 94 | 13 | 16 | 96 | 24 | . | 98 | 99 | 99

# Compound activity from PubChem.
